IMP-1 inhibitor: blocks Pseudomonas aeruginosa IMP-1 metallo-beta-lactamase; purified IMP-1, nitrocefin hydrolysis, epi-absorbance fluorescence; 0.45% of 290,000 active; AID 1556; inhibition, % at 5.6 µM;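 active = inhibition above the mean plus 3 SD of all compounds in the same screening run, cut at about 4.5% in these data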;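 also: 0% = IMP-1 with DMSO and 100% = DMSO wells lacking enzyme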
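Assay system: purified recombinant IMP-1 beta-lactamase. Input: IMP-1 0.2 nM before substrate addition. Buffer or medium: Zinc- and detergent-supplemented HEPES buffer, pH 7.1. Schedule: 25 °C, 15 min preincubation, 25 min reaction. Signal: Epi-absorbance fluorescence, 480 nm excitation, 530 nm emission. Evaluation: percent inhibition from optical density relative to buffer-blank wells.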
pCIP destab: lowers stability of the mouse p/CIP coactivator protein. Q05BA5. F442A p/CIP-EGFP cells, EGFP fluorescence, 16 h. decrease of EGFP signal, % at 10 µM. 0.01% of 290,000 active. AID 1984;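 active = EGFP signal decrease of at least 30% at 10 µM or well 3 SD below plate mean, unless failing retest; inactive = the rest, including hits failing retest or dose response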; also: some compounds called inactive have numbers as strong as hits; many of its hits are not listed in these tables
PfM18AAP inh: PfM18AAP enzyme inhibition; recombinant PfM18AAP, H-Glu-NHMec fluorogenic cleavage; inhibition, % at 7.35 µM; 1.2% of 290,000 active;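 active = inhibition above the campaign mean inhibition over all tested compounds plus 3 SD, cut at about 28% in these data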;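 also: 0% = plate median of test compound wells and 100% = 2 mM ZnCl2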
FID counter: displaces DNA intercalator in HCV helicase counter-screen. DNA fluorescent intercalator displacement, fluorescence. inhibition, % at 7.9 µM. 0.17% of 290,000 active; in the data active = inhibition above about 37%;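 also: 0% = vehicle and 100% = reference compound; higher means more ethidium bromide displaced from hairpin DNA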
IDE cell activ: IDE (human) activation, cell-based; HEK cells, FAbeta-B cleavage, fluorescence polarization; 0% vehicle, 100% cell-free pure enzyme wells; activation, % at 5.96 µM; 0.073% of 340,000 active; AID 493087;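 active = activation above the mean of all tested compounds plus 3 SD, set per screening campaign, cut at about 17% in these data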
HCV NS3 hel inh: inhibitors of Hepatitis C virus NS3 helicase; inhibition, % at 10.9 µM; AID 1800; 0.56% of 290,000 active; NS3 helicase DNA unwinding, Cy5 molecular beacon fluorescence;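 active = inhibition above the mean of all tested compounds plus 3 SD, set per campaign, cut at about 35% in these data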;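 also: 0% = DMSO wells and 100% = thioflavine S control wells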
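System: HCV NS3 helicase fragment; control set: DMSO and thioflavine S; technique: Cy5 fluorescence at 0 and 60 min, beacon hairpin quenching; reagent: beacon DNA duplex substrate plus ATP; replicates: singlicate; schedule: 1 h reaction at 25 °C, ATP-initiated; medium: MOPS buffer pH 6.5 with MgCl2, DTT, Tween20, BSA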
IDE inh: cellular human IDE inhibition. inhibition, % at 5.59 µM. P14735. HEK cells, FAbetaB cleavage, fluorescence polarization. 0.41% of 320,000 active;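 active = percent inhibition above the average of all tested compounds plus 3 SD, set per screening campaign, cut at about 16% in these data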;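 also: IDE supplied by intact live HEK cells; FP after avidin binding of uncleaved biotin substrate so inhibition keeps polarization high; 0% = DMSO wells and 100% = 60 µM reference IDE inhibitor Ii1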
SUMO HTRF inh: SUMOylation inhibition; P63279; HTRF SUMOylation assay, SAE1/SAE2 + UBC9, in vitro; inhibition, % at 35 µM; 0.36% of 290,000 active; in the data active = inhibition above about 50%, passing the limit was not always enough; also: strong numbers were not always called active
Target sequence (P63279 whole entry, looked up): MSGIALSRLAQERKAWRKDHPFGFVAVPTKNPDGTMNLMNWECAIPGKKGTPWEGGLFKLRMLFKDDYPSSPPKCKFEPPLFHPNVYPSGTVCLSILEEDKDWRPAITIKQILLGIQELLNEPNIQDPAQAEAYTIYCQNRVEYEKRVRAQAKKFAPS
VIM-2 inh: inhibitors of Pseudomonas aeruginosa VIM-2 metallo-beta-lactamase | purified VIM-2, nitrocefin hydrolysis, epi-absorbance fluorescence | inhibition, % at 5.6 µM | AID 1527 | 0.89% of 290,000 active;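 active = inhibition above the mean of all tested compounds plus 3 SD, cutoff set per screening run, cut at about 7.5% in these data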;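 also: red hydrolysis product quenches plate fluorescence so inhibitors raise well fluorescence; 0% = enzyme with DMSO and 100% = DMSO without enzyme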
Starred values were filed as active, the others as inactive; / = not tested or not shown; & = joins results of further samples.

#1 CCn1c(=S)[nH]c2scc(-c3cccs3)c2c1=O
#2 COc1ccc(-c2csc(Nc3ncccc3C)n2)cc1
#3 CCC(=O)Nc1ccc(C(=O)NCCCn2ccnc2)cc1
#4 O=C(CNC(=O)c1ccc(Cl)cc1Cl)OCC(=O)N1CCN(c2ccccc2)CC1
#5 Cc1nc2ccc(-c3nc4ccccc4o3)cc2[nH]1
#6 O=C(c1ccc(O)cc1)c1ccc(C(=O)c2ccc(O)cc2)cc1
#7 COC(=O)C1CSC(C(=O)OC)N1C(=O)Nc1ccc(Cl)cc1 (configuration not stated)
#8 C=CCOC(=O)c1c(C)nc2cc3c(cc2c1C)OCO3
#9 CC1CC(C)C[N+](=C2C=C(N3CCCC3)CC(C)(C)C2)C1 (configuration not stated)
#10 CN(C)c1ccc(CN(C(=O)c2ccc(Cl)c([N+](=O)[O-])c2)C2CCS(=O)(=O)C2)cc1 (configuration not stated)
Screen / compound no.	1	2	3	4	5	6	7	8	9	10
IMP-1 inhibitor	-3.2	-0.7	-1.8	-0.2	0.5	-3.2&-3.8	-1.1	-2.8	-0.5	-0.8
FID counter	-12	-6	2	-46	6	7&2	-1	-7	12	-31
pCIP destab	-11	5	2	-12	-16	8&2	-1	-4	-29	3
VIM-2 inh	-3.9	-0.8	-1.7	-3.2	-0.4	-1.7&-2.4	-4.1	-1.2	2.6	0.1
HCV NS3 hel inh	16	-5	0	-4	8	-13&-6	-4	-15	1	-1
IDE inh	/	2	7	/	4	3	-1	0	/	2
SUMO HTRF inh	6	6	23	-2	15	-13&-6	-14	3	15	14
IDE cell activ	-1	8	2	-3	5	4	2	2	4	5
PfM18AAP inh	-2	-2	-17	-5	-4	2&2	-8	-9	-12	9

#11 Cc1cc(C(=O)Nc2ccncc2)c2ccccc2n1
#12 Cc1cc(NC(=O)CS(=O)(=O)c2c[nH]c3ccccc23)no1
#13 COC(=O)CSc1nnc(-c2cnccn2)n1C
#14 COc1ccccc1CNc1nc(S(=O)(=O)c2ccccc2)c(Cl)s1
#15 C=CCOc1ccccc1CN1CCN(CCc2ccccc2)C(CCO)C1 (configuration not stated)
#16 COc1ccccc1CC(=O)N1CCN(c2ccccn2)CC1
#17 COc1ccc(CNC(=O)CN(CC2CCCO2)C(=O)CNS(=O)(=O)c2ccccc2)cc1 (configuration not stated)
#18 O=C(CN1N=C(C(F)(F)F)CC1(O)c1ccc([N+](=O)[O-])cc1)c1ccccc1 (configuration not stated)
#19 O=C(Nc1ccc(F)cc1)c1cc2cc(Cl)ccc2[nH]1
#20 CCCCc1ccc(C2C3=C(CC(C)(C)CC3=O)NC3=C2C(=O)c2ccccc23)cc1 (configuration not stated)
Screen / compound no.	11	12	13	14	15	16	17	18	19	20
IMP-1 inhibitor	-0.3	-2.1	-2.0	-3.4	-2.3	5.9*	-0.6	0.9	1.0	-4.5
FID counter	-11	-4	-5	-13	4	-10	-21	6	-5	-2
pCIP destab	-2	-78	6	-4	8	8	-3	-2	-16	-11
VIM-2 inh	1.0	-0.6	-1.1	-1.9	-0.9	-0.9	-0.8	2.4	0.5	-6.0
HCV NS3 hel inh	1	0	-8	-4	-13	1	3	-2	-1	-2
IDE inh	-4	-6	2	8	-4	2	-4	9	0	-6
SUMO HTRF inh	-10	2	-36	-16	5	8	19	4	18	16
IDE cell activ	-3	-1	5	2	-2	1	1	-3	-2	7
PfM18AAP inh	-5	-3	-3	3	0	4	5	1	-20	1

Rewritten with bars between the fields: entries from further up
No. | SMILES | IMP-1 inhibitor | FID counter | pCIP destab | VIM-2 inh | HCV NS3 hel inh | IDE inh | SUMO HTRF inh | IDE cell activ | PfM18AAP inh
18 | O=C(CN1N=C(C(F)(F)F)CC1(O)c1ccc([N+](=O)[O-])cc1)c1ccccc1 (configuration not stated) | 0.9 | 6 | -2 | 2.4 | -2 | 9 | 4 | -3 | 1
17 | COc1ccc(CNC(=O)CN(CC2CCCO2)C(=O)CNS(=O)(=O)c2ccccc2)cc1 (configuration not stated) | -0.6 | -21 | -3 | -0.8 | 3 | -4 | 19 | 1 | 5
12 | Cc1cc(NC(=O)CS(=O)(=O)c2c[nH]c3ccccc23)no1 | -2.1 | -4 | -78 | -0.6 | 0 | -6 | 2 | -1 | -3
11 | Cc1cc(C(=O)Nc2ccncc2)c2ccccc2n1 | -0.3 | -11 | -2 | 1.0 | 1 | -4 | -10 | -3 | -5
16 | COc1ccccc1CC(=O)N1CCN(c2ccccn2)CC1 | 5.9* | -10 | 8 | -0.9 | 1 | 2 | 8 | 1 | 4

The list goes on:
#21 CN(C[C@@H](CC1CCCCC1)N(C[C@H](Cc1ccccc1)N(CCc1ccccc1)N=O)N=O)N=O
#22 N#Cc1cccc(NC(=O)Cn2cnc(S(=O)(=O)N3CCOCC3)c2)c1
#23 Cc1ccc(OCC(=O)N(Cc2ccccc2)c2ccccn2)cc1
#24 O=C(COc1cccc(-n2cnnn2)c1)Nc1ccc([N+](=O)[O-])cc1
#25 O=C(CNC(=O)c1ccccc1)NCC(=O)OCc1ccccc1Cl
#26 Cc1c(N2C(=O)C(C)SC23C(=O)Nc2ccccc23)c(=O)n(-c2ccccc2)n1C (configuration not stated)
#27 Cn1c(N)c(C#N)c(C#N)c1-c1ccccc1
#28 CSc1ncccc1C(=O)N(C)CC(=O)Nc1cccc(F)c1
#29 COc1cc(C(=O)N=c2sc3c(C)ccc(OC)c3n2C)cc(OC)c1OC
#30 CC[C@H](C)[C@H](NC(N)=O)C(=O)NNC(=O)c1ccc(COc2cccc3cccnc23)cc1
Screen / compound no.	21	22	23	24	25	26	27	28	29	30
IMP-1 inhibitor	-1.9	-1.8	-1.3	-1.5	-3.6	-4.5	-3.1	-2.4	-1.6	-2.3
FID counter	-18	-2	-19	1	-13	-12	-2	-3	-6	-20
pCIP destab	6	-12	-1	-15	-12	-11	/	5	-12	2
VIM-2 inh	-1.8	-1.5	-3.6	-0.7	-1.0	-0.2	-1.2	-1.2	0.6	-1.1
HCV NS3 hel inh	3	1	1	4	8	-2	2	3	-6	-11
IDE inh	1	0	5	-2	-3	1	3	3	3	3
SUMO HTRF inh	-8	5	6	14	-12	-2	/	-2	10	14
IDE cell activ	0	-1	1	2	/	1	2	3	-2	1
PfM18AAP inh	1	0	-1	4	0	3	2	-1	-10	14

#31 COc1ccc(CNC(=O)CSc2ncnc3ccccc23)cc1OC
#32 COc1ccccc1/C=C1/C(=O)N(c2ccc([N+](=O)[O-])cc2)N=C1C
#33 COc1ccc(-c2cn(Cc3ccc(C(=O)c4ccccc4)cc3)nn2)cc1
#34 CN(CCC#N)C(=O)COC(=O)c1c2c(nc3ccccc13)/C(=C/c1ccco1)CC2
#35 COc1ccc(C2NCCn3cccc32)cc1 (configuration not stated)
#36 O=C(CC1C(=O)NCCN1Cc1c(F)cccc1Cl)NCCCn1ccnc1 (configuration not stated)
#37 C/C(=C\C(=O)c1ccccc1)Nc1ccc2c(c1)OCO2
#38 COc1ccc(C(=O)C2CCCN(Cc3cccn3-c3nccs3)C2)cc1F (configuration not stated)
#39 O=c1[nH]nc(SCc2nnc(-c3cccc(Cl)c3)o2)n1C1CCCCC1
#40 Oc1ccccc1/C=N/Nc1nccnc1Cl
Screen / compound no.	31	32	33	34	35	36	37	38	39	40
IMP-1 inhibitor	-2.0	-4.1	-3.1	2.5	-0.6	-2.0	-3.4	-1.6	-3.5	-3.9
FID counter	-8	0	-25	-12	6	4	2	8	-22	-8
pCIP destab	-9	2	-30	-7	-8	2	-4	2	-17	1
VIM-2 inh	-3.0	-2.4	-2.9	-0.4	-0.5	-1.7	-2.8	-1.6	-2.1	-5.3
HCV NS3 hel inh	-1	4	-26	77*	1	0	0	-4	15	3
IDE inh	-12	1	7	-8	5	0	3	6	4	-1
SUMO HTRF inh	-2	10	-11	53*	-3	5	-8	5	-18	9
IDE cell activ	-4	-2	/	0	-4	0	-1	-1	4	3
PfM18AAP inh	-2	4	-9	21	11	5	5	-4	7	23

#41 CCCNC(=S)N1CCC(NC(=O)C2CCCCC2)CC1
#42 COc1ccc(C(=O)C[n+]2ccccc2C)cc1
#43 C=CCSc1nnc(CNC(=O)c2ccc(Cl)cc2)n1CC
#44 COC(=O)Cc1ccc(NC(=S)N2CCN(c3ccc(OC)cc3)CC2)cc1
#45 COc1cc(Cl)c(C)cc1NC(=O)CCCN1C(=O)CCC1=O
#46 CC(C)c1ccc(NC(=O)COc2ccccn2)cc1
#47 CC(C)NCC1CCc2cc(CO)c([N+](=O)[O-])cc2N1 (configuration not stated)
#48 O=C(NCc1ccc(Cl)cc1)c1ccc(CSc2nc3ccncc3[nH]2)cc1
#49 CCOC(=O)COc1ccccc1/C=N\NC(=O)c1cc2c(ccc3ccccc32)o1
#50 COc1cccc2cc(C(=O)N(Cc3ccccc3)CC3CCCO3)c(=O)oc12 (configuration not stated)
Screen / compound no.	41	42	43	44	45	46	47	48	49	50
IMP-1 inhibitor	-0.3	-6.0	-2.7	-1.6	-4.8	-4.0	-2.9	-3.2	-2.7	-3.8
FID counter	-3	10	-10	-7	-5	-5	6	3	-46	-24
pCIP destab	-14	-22	-7	-9	3	-4	-5	-1	-19	-13
VIM-2 inh	-1.9	-2.7	-2.3	-0.1	-3.1	-2.5	-4.4	-4.9	-2.7	-0.7
HCV NS3 hel inh	3	-4	11	0	5	19	1	-16	-20	8
IDE inh	1	2	-1	7	3	2	-1	0	/	-3
SUMO HTRF inh	-7	30	12	-14	8	15	9	-5	7	5
IDE cell activ	-1	-2	-3	-2	4	4	4	-4	6	0
PfM18AAP inh	-8	6	-11	7	-12	-1	1	-7	-11	35*

#51 COc1ccc(-n2c(CN3CCN(c4ccc(F)cc4)CC3)nc3ccc([N+](=O)[O-])cc3c2=O)c(OC)c1
#52 Cc1ccc(C)n1-c1ncc(Br)cn1
#53 Cc1nnc(NC(=O)c2ccco2)s1
#54 Cc1ccccc1NC(=O)CCCSc1nc2ccccc2s1
#55 Cc1nc([N+](=O)[O-])cn1CC(O)c1ccc(-c2ccccc2)cc1 (configuration not stated)
#56 CCn1c(N)c(C(=O)NC2CCCCC2)sc1=S
#57 O=C(N/N=C/c1ccc[nH]1)c1c[nH]c2ccccc12
#58 CCCC(C)C(=O)Nc1ccc(NC(C)=O)cc1 (configuration not stated)
#59 CCCCCCCCCC(=O)OCC(O)CO (configuration not stated)
#60 COc1cccc(NC(=O)CCc2c(C)nn(-c3ccc(N4CCOCC4)nn3)c2C)c1
Screen / compound no.	51	52	53	54	55	56	57	58	59	60
IMP-1 inhibitor	-2.0	-0.8	-7.5	0.2	-0.4	-2.0	0.9	-2.8	2.3	-2.6
FID counter	-19	-2	1	-31	-8	0	3	0	-25	-44
pCIP destab	2	-6	6	0	0	5	-1	-25	-4	-4
VIM-2 inh	-1.2	-1.1	-3.5	0.9	0.9	-3.5	-0.2	0.6	-2.5	-2.5
HCV NS3 hel inh	-16	-1	-1	28	45*	3	17	3	3	7
IDE inh	5	1	3	7	2	0	/	5	0	0
SUMO HTRF inh	-20	27	-2	-28	14	-5	5	14	9	16
IDE cell activ	2	15	7	-8	/	4	3	4	7	-2
PfM18AAP inh	-2	-2	5	0	1	2	-8	-4	9	4
